Dynein cargo inh – blocks dynein driven cargo transport along microtubules; 220,000 compounds, 0.47% hits; z-score, hits read low; 3617.4 mouse cells, GR-EGFP nuclear translocation imaging; test concentration mostly 20 µM; stimulated with dexamethasone, 1 µM; active compounds read low;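 active = plate z-score of nuclear minus cytoplasmic receptor signal below a set negative limit, without overly bright fluorescence or cell loss, cut at about -3.5 in these data, passing the limit was not always enough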;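 note: z-score of nuclear minus cytoplasmic ring GR-EGFP intensity difference per well; some compounds called inactive have numbers as strong as hits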
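medium = tetracycline-free induction medium containing charcoal-stripped FBS | also added = 1.0 µM final dexamethasone stimulus | schedule = 48 h induction, 1 h compound, 30 min dex at 37 °C | technique = fixed, Hoechst-stained cells imaged at 10x for EGFP | measure = GR-EGFP nuclear translocation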
b-catenin transl – modulators of beta-catenin nuclear translocation; 190,000 compounds, 0.3% hits; HeLa beta-catenin nuclear translocation, immunofluorescence imaging; nuclear translocation activity, % at 5 µM; AID 1665;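 active = nuclear translocation activity above 50% at 5 µM, with a well cell count of 50 or more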;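 note: per-cell ratio of nuclear to cytoplasmic median beta-catenin stain intensity; plate controls were DMSO negative control for no effect and GSK-3 inhibitor IX positive control for full effect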
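Signal – beta-catenin immunofluorescence imaging with DAPI · Test system – human HeLa cell line · Dosing – 5 µM primary single dose, 0.1% DMSO, 0.02–20 µM confirmation series · Measure – % activation, nuclear-to-cytoplasmic median beta-catenin signal ratio per cell · Incubation – 24 h compound exposure at 37°C, 5% CO2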
MT stabilizer – microtubule stabilization, imaging screen; AID 2205; HeLa tubulin immunostaining HCS, 24 h; share of cells brighter than vehicle mean+2SD; % tubulin-high responders, % at 10 µM; 200,000 compounds, 0.83% hits;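 active = plate Z-score above 3 for both tubulin-high and condensed-nucleus cell shares, with cell loss under 80%, at 10 µM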;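 note: anti alpha tubulin signal scored within the nucleus-defined area of each cell; some results filed as inactive read as strong as hits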
Yfh1-off respiration – enhancers of respiration in Yfh1-depleted yeast, dose response, Friedreich's ataxia, plus single-dose screen (AID 1465) | S. cerevisiae Yfh1-off respiration, WST-1 reduction, 72 h; higher fold induction means a stronger effect | fold induction at 50 µM, or EC50 in µM where a hit was titrated | 220,000 compounds, 0.074% hits;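 active = fold induction of absorbance versus untreated yeast above a set limit, then at least 30% activation at any dose in follow-up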;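 note: activators that raise dye reduction in frataxin-depleted yeast; strong numbers were not always called active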
WT yeast gro inh – growth inhibition of WT yeast, mitochondrial fusion screen; inhibition, % at 10 µM; mitochondrial fusion phenotypic screen, WT strain; 190,000 compounds, 2.1% hits; in the data active = inhibition above about 58%; tested in S. cerevisiae
human PMI inhibitors – MPI inhibition at elevated mannose 6-phosphate – biochemical, fluorescence intensity, high mannose 6-phosphate, primary screen (AID 1220); 190,000 compounds, 0.66% hits; recombinant PMI enzyme, coupled fluorescence intensity; higher % means a stronger effect; inhibition, % at 20 µM, or IC50 in µM where a hit was titrated
Autophagy mod – modulators of autophagy | calls only at 10 µM (by protocol) | 190,000 compounds, 0.98% hits | MEF GFP-LC3 puncta imaging; test concentration mostly 10 µM;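 active = percentage of spot-positive cells more than 3 SD above its plate mean, without a fluorescence outlier flag or 80% toxicity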;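 note: spot-positive cell cutoff set from DMSO-treated cells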
PMI inhibitors – inhibitors of human PMI, primary screen, biochemical, fluorescence intensity, coupled assay (AID 1209); inhibition, % at 20 µM, or IC50 in µM where a hit was titrated; purified PMI enzyme, coupled fluorescence intensity; higher % means a stronger effect; 190,000 compounds, 0.42% hits;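 note: plate controls were DMSO vehicle for no effect and wells lacking substrate for full effect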
Ins promoter up – MIN6 insulin promoter up-regulation; z-score at 5 µM; 190,000 compounds, 0.3% hits; MIN6 insulin promoter-GFP reporter, high-content imaging; active compounds read high;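 active = z-score above 3 at 5 µM with at least 500 cells counted in the well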
WT yeast gro inh mutant strain – further read-out of WT yeast gro inh, marked with its call; inhibition, %; mitochondrial fusion phenotypic screen, mutant strain inhibition
Dynein cargo inh cytoplasmic EGFP – also measured in Dynein cargo inh; calls as there; z-score; measured here: cytoplasmic GR-EGFP intensity; active compounds read high
Dynein cargo inh nuclear GR-EGFP – recorded beside Dynein cargo inh, whose call it bears; z-score; measured here: nuclear GR-EGFP intensity;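 lower value marks the stronger effect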
Dynein cargo inh cell count – recorded beside Dynein cargo inh, whose call it bears; z-score; measured here: cell count per field
Ins promoter up cell count – further read-out of Ins promoter up, marked with its call; cell count; measured here: cytotoxicity, nuclei count;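 total cells summed across four imaged fields per well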
b-catenin transl cell count 5 µM – recorded beside b-catenin transl, whose call it bears; cell count; measured here: cell count, cytotoxicity flag
MT stabilizer Hoechst-high % – recorded beside MT stabilizer, whose call it bears; % Hoechst-high responders; measured here: nuclear condensation Hoechst responders;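 share of cells brighter than vehicle mean plus two SD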
MT stabilizer cytotoxicity % – recorded beside MT stabilizer, whose call it bears; toxicity, %; measured here: cytotoxicity by cell density;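 0% = mean cell density of plate MIN control wells and 100% = no cells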
Autophagy mod cell loss 18 h – also measured in Autophagy mod; calls as there; toxicity, %; measured here: cell loss, nuclei count;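 cell loss after 18 h compound exposure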
The depositor's hits bear a star; i = inactive; . = not tested or not shown. Cut-off read from the data, not from the text of the source, unless noted: active = inhibition above about 50%; inactive = the rest.

Below each SMILES – Dynein cargo inh	Dynein cargo inh cytoplasmic EGFP	Dynein cargo inh nuclear GR-EGFP	Dynein cargo inh cell count	b-catenin transl	b-catenin transl cell count 5 µM	MT stabilizer	MT stabilizer Hoechst-high %	MT stabilizer cytotoxicity %	Yfh1-off respiration	WT yeast gro inh	WT yeast gro inh mutant strain	human PMI inhibitors	Autophagy mod	Autophagy mod cell loss 18 h	PMI inhibitors	Ins promoter up	Ins promoter up cell count
Nc1nc(-c2cccs2)c(NC(=O)c2ccccc2)s1
  -0.49	-0.2	0.058	0.39	-4.1	1474	2.5	2.7	8.7	i	-7	4	11%	.	.	14%	-0.06	1137
CCCCNC(=O)N(CC)c1c(N)n(Cc2ccccc2)c(=O)[nH]c1=O
  0.68	-0.28	0.61	-0.12	-2.1	1062	4.8	3.0	6.6	i	-4	10	7%	i	3	1%	2.9	1314
CCOC(=O)c1c(NC(=O)CSc2nnc(Cc3csc(N)n3)n2C)sc(C)c1C
  -0.11	-0.18	-0.12	1.1	-0.6	1003	3.8	1.9	2.2	i	11	21	19%	i	24	22%	0.37	1201
CN(C)C(=O)c1ccccc1Sc1ccc(Cl)cc1Cl
  -0.48	-0.29	-0.12	0.74	.	.	1.0	1.3	7.6	i	-13	-8	-2%	i	-21	3%	0.59	806
C=CCn1c(SCC(=O)NCC)nnc1-c1cc2c(s1)CCC(CC)C2 (stereo unspecified)
  -0.56	-0.32	-0.65	1.1	.	.	3.3	3.2	7.8	i	26	1	8%	i	16	6%	-0.29	1299
Cc1nn(Cc2ccccc2Cl)c(C)c1NC(=O)c1ccn(C)n1
  -0.76	-0.31	-0.68	0.63	.	.	1.6	3.2	5.2	i	-4	14	10%	i	-2	9%	-0.35	1178
COc1ccc(OC)c(C2=C[N+](=O)C(C)(C)C(C)(C)N2[O-])c1
  -0.5	-0.27	-0.95	2	.	.	3.2	1.9	7.4	i	-8	-35	4%	i	-12	13%	.	.
O=C1NC(=O)c2cc(NC(=O)C3COc4ccccc4O3)ccc21 (stereo unspecified)
  -0.31	-0.26	0.23	0.42	-3.3	1011	1.8	1.9	4.1	i	-9	-3	14%	i	-26	12%	1.3	1597
CC1SC(c2ccc(Cl)cc2)NC1=O (stereo unspecified)
  -0.35	-0.21	-0.19	0.39	-2.5	567	2.7	2.1	8.1	i	-15	3	7%	i	10	8%	0.56	1399
COc1cccc(-n2c(-c3ccc4[nH]c(C)c(C)c4c3)n[nH]c2=S)c1
  -1.3	-0.33	-0.025	1.4	0.4	952	5.6	1.8	28	i	12	-6	15%	i	8	5%	0.5	1544
C=C(C)CN=C1SC(C(=O)Nc2sc3c(c2C(=O)OC)CCC3)C(N)=C1C(N)=O (stereo unspecified)
  0.086	-0.14	0.11	-0.82	-2.6	543	3.7	2.4	10	i	-2	6	2%	i	-3	2%	-0.17	1361
O=C(CSc1ccc(Cl)cc1)Nc1cccc(-c2nc3ncccc3o2)c1
  0.64	-0.052	0.92	0.052	1.4	1354	2.3	1.3	0.2	.	19	0	-4%	i	18	8%	2.9	1499
CCN(CC)S(=O)(=O)c1cccc(NC(=O)CCSc2ccc(Cl)cc2)c1
  -0.6	-0.29	-0.51	0.44	-2.4	1039	1.1	3.9	8.1	i	24	-9	17%	i	2	17%	0.6	1367
S=c1[nH]nc(CNc2cccc(Cl)c2)o1
  0.084	-0.33	-0.052	0.84	0.3	1538	6.4	2.3	8.6	i	-2	0	5%	i	1	4%	0.32	1378
COc1ccc(NC(=O)/C=C/c2ccccc2)cn1
  -0.97	-0.23	-0.79	0.53	0.2	1140	3.5	4.7	5.9	i	1	2	9%	i	-4	10%	-0.03	1392
COc1cc(NC(=O)CSc2nc(C)c(C)c(C)n2)cc(OC)c1
  0.84	0.2	0.41	-0.61	-1.9	1086	4.4	1.6	8.8	i	3	10	2%	i	14	1%	-0.58	1362
Cc1ccc(C(=O)NCC(=O)OC(C)C(=O)Nc2ccc(N(C)C)cc2)s1 (stereo unspecified)
  1.4	-0.044	0.95	-1.3	1.0	1171	4.0	3.2	8.7	i	-7	2	-5%	i	23	1%	-0.37	1238
CCCCCOc1ccccc1C(=O)NCC(=O)O
  1.8	-0.039	1	-0.34	-2.6	1327	9.8	1.4	2.2	i	-10	5	-1%	i	1	-10%	-0.43	1492
CCS(=O)(=O)c1ccc(O)c(NC(=O)Nc2cccc3ccccc23)c1
  -0.77	-0.24	0.24	-0.29	-0.1	1306	.	.	.	i	.	.	.	.	.	.	-0.36	1109
O=C(c1oc(=O)c2ccccc2c1-c1ccccc1)N1CCN(C2CCCCC2)CC1
  -1.3	-0.25	-0.64	1.1	0.9	1161	1.3	1.7	7.9	i	13	5	-1%	.	.	3%	0.12	920

A second format for some results above:
SMILES	Dynein cargo inh	Dynein cargo inh cytoplasmic EGFP	Dynein cargo inh nuclear GR-EGFP	Dynein cargo inh cell count	b-catenin transl	b-catenin transl cell count 5 µM	MT stabilizer	MT stabilizer Hoechst-high %	MT stabilizer cytotoxicity %	Yfh1-off respiration	WT yeast gro inh	WT yeast gro inh mutant strain	human PMI inhibitors	Autophagy mod	Autophagy mod cell loss 18 h	PMI inhibitors	Ins promoter up	Ins promoter up cell count
CN(C)C(=O)c1ccccc1Sc1ccc(Cl)cc1Cl	-0.48	-0.29	-0.12	0.74	.	.	1.0	1.3	7.6	i	-13	-8	-2%	i	-21	3%	0.59	806
COc1ccc(NC(=O)/C=C/c2ccccc2)cn1	-0.97	-0.23	-0.79	0.53	0.2	1140	3.5	4.7	5.9	i	1	2	9%	i	-4	10%	-0.03	1392

Further structures follow.
Below each SMILES – Dynein cargo inh	Dynein cargo inh cytoplasmic EGFP	Dynein cargo inh nuclear GR-EGFP	Dynein cargo inh cell count	b-catenin transl	b-catenin transl cell count 5 µM	MT stabilizer	MT stabilizer Hoechst-high %	MT stabilizer cytotoxicity %	Yfh1-off respiration	WT yeast gro inh	WT yeast gro inh mutant strain	human PMI inhibitors	Autophagy mod	Autophagy mod cell loss 18 h	PMI inhibitors	Ins promoter up	Ins promoter up cell count
COc1ccccc1NC(=O)CCCc1nc(-c2ccc(OC)c(OC)c2)no1
  2.1	-0.12	1.5	-1.2	-4.2	1109	2.4	0.9	1.3	i	32	-3	7%	i	-7	7%	0.46	1573
CC(=O)C(Cc1cnc(Cl)s1)(Cc1cnc(Cl)s1)C(C)=O
  -0.79	0.027	-0.61	0.31	-1.5	935	0.8	1.3	7.9	i	13	15	-49%	i	-3	-20%	0.48	1846
COc1ccc(OC)c(C2CC(=O)c3c([nH]c(C(=O)OCC4CCCO4)c3C)C2)c1 (stereo unspecified)
  -1.8	-0.18	-0.76	0.22	-1.8	1117	31*	18*	58*	i	11	2	12%	.	.	10%	-0.67	1889
CN(CC(=O)O/N=C(\N)c1ccccn1)S(=O)(=O)c1cc(Cl)ccc1Cl
  -0.99	-0.16	-0.65	-0.12	1.5	1436	2.8	2.1	7.6	i	-8	-3	9%	i	-1	9%	0.36	1605
Cn1cnnc1SCC(=O)Nc1ccc(Cl)cn1
  0.73	-0.28	0.62	-0.73	1.0	1482	2.8	3.9	8.2	i	-19	11	-5%	i	12	-4%	-0.02	1442
O=C1NC2(CCCCC2)C(=O)N1CCN1C(=O)c2ccccc2C1=O
  0.97	-0.31	0.86	0.06	-6.8	1129	6.9	2.7	7.8	i	-23	-3	2%	i	-2	2%	-0.08	1305
CN(C)c1ccc(C=C2C(=O)OC(C)(C(C)(C)C)OC2=O)cc1 (stereo unspecified)
  -0.87	-0.19	-0.13	0.86	-2.2	984	7.0	2.5	15	i	7	15	9%	i	20	8%	0.33	1309
CC1=C(C(=O)N2CCCCCC2)C2(CCC(C)CC2)OC1=O (stereo unspecified)
  -1	-0.31	-0.44	0.85	1.5	1415	4.3	3.2	9.3	i	4	6	-6%	i	2	-3%	0.07	1670
CSCCC(NC(=O)COc1ccccc1)C(=O)Nc1ccc(C)cc1 (stereo unspecified)
  0.14	0.2	0.24	0.85	2.7	441	3.8	1.5	10	i	-16	0	-2%	i	-14	0%	0.08	1236
COc1ccc(Cl)cc1N(CC(=O)NC(C(C)C)C(C)C)S(C)(=O)=O
  2.8	-0.054	1.1	-1.4	0.7	437	6.3	3.6	15	i	-14	-6	16%	i	-12	7%	0.08	1211
CC(C)(C)c1ccccc1OCCN1CCCC1
  1.3	-0.08	0.58	-1.5	-2.2	1351	3.3	2.1	0.8	i	2	9	-8%	i	9	1%	-0.08	1576
COc1ccc(CCNC(=O)c2cc(C(=O)c3cc(C)ccc3O)cn(CCc3ccc(OC)cc3)c2=O)cc1
  -0.7	-0.089	-0.46	0.59	-0.4	911	2.1	4.6	11	i	-7	-13	14%	i	1	24%	.	.
COc1ccc(-c2nc(CS(=O)CC(=O)NC3CCCc4ccccc43)c(C)o2)cc1OC (stereo unspecified)
  -0.14	-0.17	0.13	0.076	.	.	9.2	1.8	9.0	i	3	-5	6%	i	9	5%	-0.52	882
N/C(=N\NS(=O)(=O)c1cc(C(F)(F)F)cc(C(F)(F)F)c1)c1ccccn1
  -0.51	-0.26	-0.29	0.057	-3.0	1146	.	.	.	i	.	.	.	.	.	.	-0.04	1489
CC(=O)N1CCN(CCN2C(C)=CC(=C(C#N)C#N)C=C2C)CC1
  -0.56	-0.3	-0.13	0.58	0.6	1100	4.3	2.0	8.9	i	-12	12	12%	i	0	0%	-0.48	1200
COC(=O)c1ccc(OCC(=O)NC(C)(C)C)cc1
  -0.11	-0.24	0.14	0.67	-1.3	1074	1.4	1.6	6.3	i	-10	-13	-9%	i	36	3%	.	.
O=C(COC(=O)c1n[nH]c2ccccc12)Nc1ccccc1
  0.094	-0.31	0.37	0.17	-2.7	1082	3.0	2.4	1.2	i	-6	10	-3%	i	-2	-9%	0.04	1324
N#C/C(=N\Nc1ccccc1)C(=N)N1CCCCC1
  -0.34	-0.19	-0.027	-0.041	-3.0	1160	2.7	2.3	5.9	i	4	2	-2%	i	-6	2%	-0.95	1023

Compound activity deposited in PubChem BioAssay by several laboratories.
